CTSL1 counter: counter-screen for PFM18AAP inhibitors: inhibitors of F. hepatica cathepsin L1 | recombinant F. hepatica cathepsin L1, Z-Leu-Arg-MCA fluorescence | 0.49% of 300,000 active | inhibition, % at 5.96 µM;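 active = inhibition above the mean of all tested compounds plus 3 SD, set per screening campaign, cut at about 17% in these data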;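 also: 0% = plate median of test compound wells and 100% = 1 µM Z-Phe-Ala-diazomethylketone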
PP5 inh: inhibitors of human protein phosphatase 5 (PP5); P53041; purified PP5c, OMFP substrate fluorescence; inhibition, % at 6.7 µM; 0.18% of 320,000 active;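 active = inhibition above the campaign's mean inhibition across all tested compounds plus 3 SD, cut at about 9.5% in these data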;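 also: 0% = DMSO only and 100% = 100 µM cantharidin control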
Target sequence (P53041 whole entry, looked up): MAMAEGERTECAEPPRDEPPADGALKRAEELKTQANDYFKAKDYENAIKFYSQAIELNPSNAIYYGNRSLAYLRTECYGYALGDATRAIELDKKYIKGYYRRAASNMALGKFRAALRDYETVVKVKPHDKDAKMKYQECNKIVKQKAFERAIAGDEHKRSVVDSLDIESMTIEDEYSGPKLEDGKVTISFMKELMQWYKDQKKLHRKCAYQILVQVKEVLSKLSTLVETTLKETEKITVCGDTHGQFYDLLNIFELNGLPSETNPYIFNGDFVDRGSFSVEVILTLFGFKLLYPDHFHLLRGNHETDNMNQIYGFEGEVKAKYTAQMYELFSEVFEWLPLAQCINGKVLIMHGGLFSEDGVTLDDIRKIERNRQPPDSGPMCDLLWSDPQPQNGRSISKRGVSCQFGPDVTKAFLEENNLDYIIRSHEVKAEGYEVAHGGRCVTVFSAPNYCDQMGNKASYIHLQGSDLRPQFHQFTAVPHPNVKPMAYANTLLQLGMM
proCasp7 act: counter-screen: procaspase-7 (human) activation. P55210. recombinant procaspase-7, Ac-DEVD-pNA absorbance 405 nm; D23A/D198A/D206A triple mutant, cannot self-cleave; scale: DMSO 0, 5 µM enzyme 100. activation, % at 8.5 µM. 0.093% of 330,000 active. AID 463210;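 active = percent activation above the screen-wide mean plus 3 SD, cut at about 25% in these data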
Target sequence (P55210 whole entry D23A/D198A/D206A): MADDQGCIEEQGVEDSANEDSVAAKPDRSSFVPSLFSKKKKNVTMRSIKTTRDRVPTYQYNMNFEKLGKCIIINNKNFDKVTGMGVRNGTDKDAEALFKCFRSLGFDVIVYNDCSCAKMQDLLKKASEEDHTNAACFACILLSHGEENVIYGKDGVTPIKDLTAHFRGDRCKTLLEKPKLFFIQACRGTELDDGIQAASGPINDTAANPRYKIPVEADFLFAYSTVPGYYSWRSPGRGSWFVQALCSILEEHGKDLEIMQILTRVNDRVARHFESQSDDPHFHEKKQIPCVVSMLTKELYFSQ
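signal = Epi-absorbance of released pNA at 405 nm, two timepoints | assay system = Uncleavable procaspase-7 mutant enzyme | reagent = Ac-DEVD-pNA substrate, 400 µM as added | times = 1 h enzyme–compound preincubation and 2 h substrate reaction, both 25 °C | benchmarks = low DMSO alone, high DMSO plus 5 µM PC-7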
PAFAH2 FP inh: inhibitors of human PAFAH2 | AID 492956 | 0.99% of 340,000 active | recombinant PAFAH2, FP-rhodamine activity probe, fluorescence polarization | inhibition, % at 3.39 µM | Q99487;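 active = inhibition above the mean over all tested compounds plus 3 SD, cut at about 30% in these data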;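 also: inhibitors block probe labeling of enzyme so polarization drops; 0% = enzyme with DMSO and 100% = wells lacking PAFAH2 protein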
HCV core dimer: HCV core protein dimerization inhibition | TR-FRET GST/Flag-core106 dimerization, 1536-well | inhibition, % at 5 µM | 0.33% of 300,000 active | AID 1899;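 active = inhibition above the mean of all tested compounds plus 3 SD, set per screening campaign, cut at about 45% in these data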
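Material: Tagged HCV core106 pair (GST and Flag) | Amount: GST-core106 13.5 nM, Flag-core106 17 nM | Medium: KF-containing HEPES buffer, pH 7.45, DTT, CHAPS, BSA | Reagent: Eu donor and XL665 acceptor anti-tag antibodies | Schedule: 4 h at 22.5 °C | Technique: Time-resolved FRET, ex 340 nm, em 617 and 671 nm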
TPT1 inhibitor: inhibitors of Candida albicans tRNA 2'-phosphotransferase TPT1; inhibition, % at 5 µM; recombinant caTPT1, FP RNA substrate dephosphorylation; 0.81% of 300,000 active;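 active = inhibition above the mean of all tested compounds plus 3 SD, set per screening campaign, cut at about 24% in these data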;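 also: plate controls were DMSO alone for no effect and ferristatin control at 100 nM for full effect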
AHR act: activators of human aryl hydrocarbon receptor; P35869; activation, % at 5 µM; AID 2796; AHR-responsive luciferase reporter cells, luminescence; 2.5% of 320,000 active; in the data active = activation above about 47%;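 also: 0% = vehicle wells and 100% = reference agonist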
PP1 counter: PP1-alpha (human) inhibition in PP5 counter-screen | P62136 | purified PP1alpha, OMFP fluorescence | inhibition, % at 6.7 µM | 0.9% of 320,000 active;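 active = inhibition above the mean inhibition of all tested compounds plus 3 SD, computed separately for each screening campaign, cut at about 15% in these data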
procasp3 activ: activates human procaspase-3. 0.11% of 330,000 active. recombinant procaspase-3 D3A, Ac-DEVD-pNA absorbance 405 nm. activation, % at 8.5 µM. P42574;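 active = activation above the mean of all tested compounds plus 3 SD, cut at about 21% in these data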;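 also: 0% = DMSO alone and 100% = DMSO wells spiked with extra 5 µM PC-3 D3A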
Target sequence (P42574 whole entry D9A/D28A/D175A): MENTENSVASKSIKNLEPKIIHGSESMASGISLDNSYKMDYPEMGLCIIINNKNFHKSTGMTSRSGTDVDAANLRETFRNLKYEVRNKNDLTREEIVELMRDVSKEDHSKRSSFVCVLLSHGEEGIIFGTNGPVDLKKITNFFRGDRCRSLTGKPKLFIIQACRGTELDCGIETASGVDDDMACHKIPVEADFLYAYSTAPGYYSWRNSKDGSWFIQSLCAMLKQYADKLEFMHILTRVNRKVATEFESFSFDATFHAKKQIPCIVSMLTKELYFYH
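Compound: 8.5 µM single point, 0.8% DMSO / Material: Autoprocessing-dead procaspase-3 D3A mutant enzyme / Timing: 1 h preincubation plus 2 h reaction at 25 °C / Medium: Zinc-free HEPES/NaCl buffer with 0.01% Triton X-100 at pH 7.4 / Technique: 405 nm absorbance of p-nitroaniline, reads at 0 and 120 min / Repeats: one well per compound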
Starred values were filed as active, the others as inactive; . = no result given.

smiles	procasp3 activ	HCV core dimer	PP5 inh	proCasp7 act	AHR act	PAFAH2 FP inh	TPT1 inhibitor	PP1 counter	CTSL1 counter
O=C(CSC1=NC2(CCCCC2)N=C1c1ccccc1)Nc1ccc2c(c1)OCCO2	1	2	4.0	-4	1	4	-1	2	-2
CCOc1ccc(S(=O)(=O)Nc2ccccc2C(=O)N2CCOCC2)cc1	5	-3	0.0	10	-1	0	-2	0	1
CC1CCCN(C(=O)c2cn(-c3ccccc3)nc2-c2cccnc2)C1 (stereo not given)	6	5	-1.5	1	1	4	-5	-1	-3
CCc1nnc(NC(=O)COc2ccccc2[N+](=O)[O-])s1	2	2	-1.0	8	-5	-5	-2	-1	-2
CSCCC(C(=O)NCc1cccs1)N1C(=O)c2ccccc2C1=O (stereo not given)	3	0	-1.4	-2	2	1	0	-5	-2
Nc1c(C(=O)CSc2nnc(Nc3ccc(F)cc3)s2)c(=O)[nH]c(=O)n1C1CC1	-1	.	2.5	0	0	9	.	0	.
CC(=O)c1c(C)[nH]c(C(=O)OCC(=O)N2CC(C)OC(C)C2)c1C (stereo not given)	11	-3	-2.2	-5	3	5	0	-2	9
CN1CCN(C(CNC(=O)C(=O)NC2CCCC2)c2ccc(F)cc2)CC1 (stereo not given)	3	-3	1.4	10	-4	-4	-3	-6	-4
O=C(CN1CCCC1)Nc1c(C(=O)C2CC2)oc2ccccc12	8	4	-0.4	9	3	6	-2	-2	6
COc1ccc(C(=O)CCC(=O)NCc2cc(OC)cc(OC)c2)cc1	2	-4	1.4	9	1	6	2	1	-2
COC(=O)c1ccc(C(=O)OC)c(NC(=S)N2CC(C)CC(C)C2)c1 (stereo not given)	-4	4	2.9	-10	-1	-5	2	3	0
CCN(CC)C(=O)CSc1nnc(-c2cnccn2)n1-c1ccc(C)cc1	-1	4	-1.4	4	-1	7	1	-5	-5
COc1ccc(CC(=O)Nc2cccc(-c3csc(C)n3)c2)cc1	-4	1	3.4	2	5	10	-3	3	0
COc1ccc2cc(-c3[nH]ncc3CN3CCCC3c3nonc3C)ccc2c1 (stereo not given)	0	3	0.7	2	15	1	11	1	0
CC(C)(C)OC(=O)N1CCC(Cc2cc(-c3cccc(Br)c3)no2)(C(=O)O)CC1	-5	4	2.9	-9	-6	18	-1	3	-4

Single values from the entries so far:
PP1 counter with O=C(CSC1=NC2(CCCCC2)N=C1c1ccccc1)Nc1ccc2c(c1)OCCO2 = 2
PP5 inh with COc1ccc2cc(-c3[nH]ncc3CN3CCCC3c3nonc3C)ccc2c1 (stereo not given) = 0.7
proCasp7 act with COc1ccc(CC(=O)Nc2cccc(-c3csc(C)n3)c2)cc1 = 2

Continued.
smiles	procasp3 activ	HCV core dimer	PP5 inh	proCasp7 act	AHR act	PAFAH2 FP inh	TPT1 inhibitor	PP1 counter	CTSL1 counter
Cc1cc(C)cc(N/C(N)=N/c2nc(C)cc(C)n2)c1	0	-11	2.7	-10	45	0	0	-6	8
CCn1cc(CN2CCC(C(=O)Nc3ccc(Oc4cccnc4)cc3)CC2)c(C)n1	3	4	2.2	0	0	-3	-3	1	-1
CCCCC(=O)Nc1cc(NC(=O)CC)ccc1Cl	0	0	2.2	17	4	2	-8	-3	-4
CN(C(=O)COC(=O)c1ccc(C(C)(C)C)cc1)C1CCS(=O)(=O)C1 (stereo not given)	-3	0	-4.1	-5	1	0	-1	-8	-2
CSc1nsc2nc(=O)c(/C=C3\C(C)=Nc4ccc(C)cc43)c(N)n12	-6	5	-2.5	-16	12	-6	21	-1	0
CC(C)(C)NC(=O)CSc1nsc(SCC(=O)NC(C)(C)C)c1C#N	-1	2	4.5	4	-4	2	0	1	-1
COc1ccc(C2(CNC(=O)c3ccco3)CCOCC2)cc1	6	8	0.1	1	5	5	0	0	0
Cc1ccc(-n2cc(C(=O)c3ccc(N4CCN(C)CC4)cc3)nn2)cc1Cl	-9	3	0.2	-11	90*	0	2	3	8
Cc1cc(Cl)nc(NC(=O)Nc2cccc(Cl)c2)n1	-2	0	3.2	2	13	-22	0	2	-1
COc1cccc(N/C=C/c2onc(C)c2[N+](=O)[O-])c1	6	7	-1.3	-4	5	2	18	1	1
CCOc1ccccc1NC(=O)c1ccc2c(c1)C(=O)N(CC(C)C)C2=O	-9	-2	1.8	1	50*	2	-3	3	-1
O=S(=O)(NCC1(N2CCOCC2)CCCCC1)c1ccc(F)c(F)c1F	10	2	0.6	-7	1	12	3	-3	2
CN(C)CCn1c(=S)[nH]c2ccccc2c1=O	-6	2	2.0	-13	7	1	3	-2	-1
CCCOc1ccc(N2C(=O)CC(N3CCN(c4nc5ccccc5s4)CC3)C2=O)cc1 (stereo not given)	-3	-1	5.1	10	5	-4	2	-1	0
CN(C)S(=O)(=O)c1ccc(C(=O)Nc2nnc(SCc3ccccc3)s2)cc1	2	2	1.2	-7	0	-3	-2	3	2

Just PP5 inh and procasp3 activ (2 entries from above):
structure	PP5 inh	procasp3 activ
O=S(=O)(NCC1(N2CCOCC2)CCCCC1)c1ccc(F)c(F)c1F	0.6	10
CCn1cc(CN2CCC(C(=O)Nc3ccc(Oc4cccnc4)cc3)CC2)c(C)n1	2.2	3

Next part
smiles	procasp3 activ	HCV core dimer	PP5 inh	proCasp7 act	AHR act	PAFAH2 FP inh	TPT1 inhibitor	PP1 counter	CTSL1 counter
CC(=O)N(C)C1(c2nnnn2CCOC(=O)Nc2cccc3ccccc23)CCCC1	8	2	0.6	10	4	5	2	-2	0
Cc1cc(C)nc(NS(=O)(=O)c2ccc(NC(=S)NC(=O)c3cccnc3)cc2)n1	-13	1	-1.0	-10	2	1	5	-1	9
CC(=O)Nc1ccc2nc(NC(=O)C(Cl)(Cl)Cl)sc2c1	14	5	-0.5	-2	18	1	-3	-1	-1
CCOC(=O)C(NC(C)=O)(Nc1ccc(S(=O)(=O)Nc2cc(C)on2)cc1)C(F)(F)F (stereo not given)	-3	5	1.6	3	-5	3	0	-5	-4
COc1cc(CNc2ncn[nH]2)ccc1OCc1ccccc1C	-2	-1	-0.4	2	7	5	1	1	1
CCN1CCN(C(C(=O)NC2CCCC2)c2cc3c(cc2[N+](=O)[O-])OCO3)CC1 (stereo not given)	1	-4	1.6	2	5	9	-2	-5	0
CCOC(=O)c1c(-c2ccccc2Cl)cn2ccccc12	8	0	3.5	7	0	5	0	3	-1
Cc1onc(-c2ccccc2Cl)c1C(=O)c1ccccc1	-1	0	1.2	5	-2	11	0	-5	5
O=C(COC(=O)c1ccccc1C(=O)c1ccccc1)Nc1cccc([N+](=O)[O-])c1	2	-4	6.1	8	0	89*	-6	5	-19
CCOC(=O)c1cccc(NC(=O)CCS(=O)(=O)c2ccc(Br)s2)c1	7	-2	0.6	8	2	-2	-3	1	-1
CC1/C(=N/O)CC(c2ccccc2)NC1c1ccccc1 (stereo not given)	2	0	1.9	2	1	3	0	-1	0
COc1ccc(-c2ccc(N)cn2)cn1	5	.	-0.1	3	-1	4	.	-4	.
Nc1nc(Nc2ccc(Cl)cc2)c(NC=O)c(=O)[nH]1	-6	-4	3.6	7	5	.	0	6	-3
O=C(Nc1ccc(-n2cc(Cl)cn2)cc1)c1ccncc1	6	6	2.4	-1	-3	-3	-3	-3	0
O=[N+]([O-])c1cccc(CN2C[C@@]34C=C[C@@H](C[C@@H]3S2(=O)=O)O4)c1	2	10	-0.9	4	1	-1	-2	-1	3
COc1ccccc1CN1CCC(n2nccc2NC(=O)CCCc2ccccc2)CC1	5	-2	2.1	1	2	5	1	-5	-3
O=C(c1ccc([N+](=O)[O-])o1)N1CCN(c2nc3c(F)cc(F)cc3s2)CC1	1	-1	2.5	2	13	4	0	-4	11
Cc1ccc(S(=O)(=O)N2CCN(C(=O)c3ccc4c(c3)OCO4)CC2)cc1	8	-8	0.8	13	7	4	2	0	1
COc1ccc(CCn2c(-n3nc(C)cc3C)nc3c2c(=O)[nH]c(=O)n3C)cc1	16	-1	1.6	-2	11	1	-2	-2	-1
CC(/C=N/NC(=O)c1nnn(-c2nonc2N)c1CN(C)C)=C\c1ccco1	-2	2	0.0	9	-7	-2	-2	-3	5
O=C(COC(=O)c1ccc([N+](=O)[O-])s1)Nc1ccc(F)cc1	2	.	-0.8	6	2	52*	.	0	.
Cc1ccc(C(=O)NN2C(=O)C3C4C=CC([C@@H]3C2=O)C42CC2)cc1 (stereo not given in full)	-2	-2	1.8	1	-4	0	-4	-6	-8
CCOC(=O)Cn1c(=O)oc2cc(S(=O)(=O)Nc3cccc(C)c3)ccc21	7	1	1.7	-1	0	7	1	2	-4
O=C(Nc1ccc(Oc2cccnc2)nc1)c1ccc(C(F)(F)F)cc1	-6	-7	-1.9	3	-10	2	-2	-4	2
CCc1ccc(OCC(=O)NC(C)C)cc1	4	2	-1.1	9	6	4	2	-1	1
CCOC(=O)C(NC(=O)c1ccc(F)cc1)(Nc1nnc(C)s1)C(F)(F)F (stereo not given)	-2	-4	-1.1	5	3	5	-3	-1	-2
CCCNC(=O)c1ccc2c(c1)ncn2-c1cc(C)cc(C)c1	8	3	-0.6	-3	-8	3	1	-3	3
Fc1ccc(-c2cc(-c3cccs3)cc(-c3ccccc3)n2)cc1	-6	4	-0.5	2	1	-12	0	-1	5
CCc1c(C(=O)NC2CCCC2)csc1C	-2	-1	-2.1	-3	-1	1	3	-6	2
O=C(CCC(=O)N1CCN(c2cccc(Cl)c2)CC1)c1cccs1	-9	-3	-0.7	5	4	17	-3	0	8
Cc1cc2cc(CN(CCN(C)C)C(=S)NCc3ccco3)c(=O)[nH]c2cc1C	0	-4	2.5	-26	22	12	5	-16	-1
CC(C)(C)c1cc[n+](-c2[nH]c(=O)sc2/C=N/NC(=O)c2ccccc2[O-])cc1	-5	-7	-1.9	-14	10	14	-28	-1	6
COc1ccc(OC)c(NC(=O)Cc2csc(NC(=O)Nc3ccccc3OC)n2)c1	-2	-1	6.3	1	3	-2	1	0	3
CN(C)N=Nc1ccc(S(N)(=O)=O)cc1	11	-1	-1.9	4	0	-2	-3	-4	1
Fc1ccccc1N1CCN(c2nc3ccccc3n3nnnc23)CC1	0	1	1.9	-3	18	1	-29	1	-2
CCc1nc2ccccc2n1Cc1ccccc1F	1	9	1.3	6	-2	-6	-2	-3	-1
COC(=O)c1ccc(=O)n(-c2ccc(OC)cc2)c1	0	2	4.9	4	3	11	1	4	-1
COc1ccc(OC)c(NC(=O)COC(=O)Cc2ccc(-c3ccccc3)cc2)c1	0	0	3.3	8	4	-2	-1	6	0
CCN(CC1COc2ccccc2O1)C(=O)CN1C(=O)NC(C)(c2ccc(C)cc2)C1=O (stereo not given)	8	-10	0.1	-2	-1	-1	0	-8	-2
O=C(COc1ccccc1)Nc1cc(C(F)(F)F)ccc1N1CCCC1	-56	6	3.0	-12	2	2	2	0	0
Cc1ccc(Nc2nnc(SCC(=O)NC3CC3)s2)cc1	5	.	1.5	2	4	-6	.	-1	.
